Compound activity from PubChem.
USP17 block: inhibitors of human USP17 deubiquitinase | A8MUK1 | purified USP17, Ub-rhodamine cleavage fluorescence, 3 h | inhibition, % at 50 µM | hit rate 6.5% among 47,000 | AID 1645855
Target sequence (A8MUK1 whole entry, looked up): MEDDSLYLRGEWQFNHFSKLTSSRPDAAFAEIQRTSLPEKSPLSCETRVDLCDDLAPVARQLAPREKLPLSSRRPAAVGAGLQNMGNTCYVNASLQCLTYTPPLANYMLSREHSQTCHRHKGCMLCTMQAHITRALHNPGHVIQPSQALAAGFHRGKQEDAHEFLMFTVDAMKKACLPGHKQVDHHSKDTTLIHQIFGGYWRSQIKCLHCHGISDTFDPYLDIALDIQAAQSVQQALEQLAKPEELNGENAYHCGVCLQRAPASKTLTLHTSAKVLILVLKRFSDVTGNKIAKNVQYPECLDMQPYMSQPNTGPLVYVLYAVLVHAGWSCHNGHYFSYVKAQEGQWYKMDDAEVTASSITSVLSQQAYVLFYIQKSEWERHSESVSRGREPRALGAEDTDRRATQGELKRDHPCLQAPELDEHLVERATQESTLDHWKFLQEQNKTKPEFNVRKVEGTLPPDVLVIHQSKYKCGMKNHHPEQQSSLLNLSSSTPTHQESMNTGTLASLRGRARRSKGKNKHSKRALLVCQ
OTUD3 block: human OTUD3 deubiquitinase inhibition; Q5T2D3; inhibition, % at 25 µM; purified OTUD3, Ub-rhodamine fluorescence, 2 h; hit rate 0.7% among 47,000
Target sequence (Q5T2D3 whole entry, looked up): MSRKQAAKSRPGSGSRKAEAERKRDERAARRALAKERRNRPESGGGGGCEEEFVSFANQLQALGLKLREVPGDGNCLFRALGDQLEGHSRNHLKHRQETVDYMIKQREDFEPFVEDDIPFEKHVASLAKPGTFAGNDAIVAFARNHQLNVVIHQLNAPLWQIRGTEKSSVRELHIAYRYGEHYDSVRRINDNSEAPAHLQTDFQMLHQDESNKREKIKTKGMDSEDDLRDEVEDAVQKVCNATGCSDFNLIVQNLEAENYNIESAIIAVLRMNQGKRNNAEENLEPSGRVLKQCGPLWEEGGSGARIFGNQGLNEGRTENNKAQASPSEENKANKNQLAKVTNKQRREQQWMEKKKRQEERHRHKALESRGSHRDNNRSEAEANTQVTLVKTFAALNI
USP7 block: human USP7 deubiquitinase inhibition. inhibition, % at 20 µM. purified USP7, Ub-rhodamine cleavage fluorescence. Q93009. hit rate 0.3% among 47,000
USP28 inh: inhibitors of human USP28 deubiquitinase. Q96RU2. purified USP28, Ub-rhodamine cleavage fluorescence, 30 min. inhibition, % at 25 µM. hit rate 3% among 47,000
USP8 block: inhibitors of human USP8 deubiquitinase. P40818. hit rate 4.2% among 47,000. inhibition, % at 20 µM. purified USP8, Ub-rhodamine cleavage fluorescence, 30 min. AID 1645853
UCHL1 inh: inhibitors of human UCHL1 deubiquitinase. P09936. purified UCHL1, Ub-rhodamine cleavage fluorescence. inhibition, % at 20 µM. hit rate 0.2% among 47,000. AID 1645859
USP10 block: inhibitors of human USP10 deubiquitinase | Q14694 | purified USP10, Ub-rhodamine fluorescence, 60 min | inhibition, % at 20 µM | hit rate 1.1% among 47,000
USP30 inh: inhibitors of human USP30 deubiquitinase; purified USP30, Ub-rhodamine cleavage fluorescence; Q70CQ3; AID 1645860; hit rate 5.3% among 47,000; inhibition, % at 25 µM
An asterisk follows results filed as active. No stated cut-off is given here; in the data, active means inhibition above about 30%; inactive means the rest. No enrichment for hits, and some 14% of all compounds hit somewhere here.

How did COc1ccc(F)cc1S(=O)(=O)N1C[C@@H]2C[C@H](NC(=O)c3cccnc3)[C@H]1C2 do in these assays?
USP17 block: -18; OTUD3 block: -9; USP7 block: 1; USP28 inh: -9; USP8 block: -155; UCHL1 inh: -1; USP10 block: 0; USP30 inh: 0

Results for Cc1ccccc1NC(=O)CC1C(=O)N(CC2CCCO2)c2nc3ccccc3n21 (stereo not drawn) ?
USP17 block: -8; OTUD3 block: -4; USP7 block: -5; USP28 inh: -6; USP8 block: -3; UCHL1 inh: 0; USP10 block: 0; USP30 inh: -10

Results for CC1c2[nH]c3ccccc3c2C[C@@H]2C(=O)N(CCc3ccccc3)CC(=O)N12 (stereo partly drawn) ?
USP17 block: -11; OTUD3 block: -1; USP7 block: -42; USP28 inh: -4; USP8 block: 11; UCHL1 inh: 5; USP10 block: -2; USP30 inh: -45

What do the screens show for `Cc1ccc2c(c1)C(c1ccc(F)cc1)N(C(=O)COc1ccc3ccccc3c1)CC(=O)N2` (stereo not drawn)?
USP17 block: -10; OTUD3 block: -6; USP7 block: -16; USP28 inh: -11; USP8 block: -4; UCHL1 inh: 3; USP10 block: -1; USP30 inh: -21

What do the screens show for `COc1ccccc1N1CCN(Cc2csc(-c3ccc4c(c3)OCO4)n2)CC1`?
USP17 block: 17; OTUD3 block: -6; USP7 block: 5; USP28 inh: -3; USP8 block: 1; UCHL1 inh: 4; USP10 block: 3; USP30 inh: 1

Results for CCc1ccc(CNC(=O)C2CCN(c3nc4cccnc4n(CC)c3=O)CC2)cc1 ?
USP17 block: 1; OTUD3 block: 2; USP7 block: 0; USP28 inh: -1; USP8 block: -15; UCHL1 inh: -3; USP10 block: 0; USP30 inh: 2

What do the screens show for `O=C(CSC1=NC2(CCCC2)Nc2ccccc21)Nc1ccccc1F`?
USP17 block: -29; OTUD3 block: -36; USP7 block: -5; USP28 inh: -54; USP8 block: -30; UCHL1 inh: -5; USP10 block: -7; USP30 inh: -212

How did O=C(NCc1ccc(-c2nc(C3CC3)ncc2-c2ccccn2)cc1)C1CCCO1 (stereo not drawn) do in these assays?
USP17 block: -38; OTUD3 block: -10; USP7 block: -2; USP28 inh: -7; USP8 block: -7; UCHL1 inh: -2; USP10 block: -1; USP30 inh: -28

Results for Cc1ccc(S(=O)(=O)N2C[C@H]3N(C)C(=O)c4ccccc4C(=O)[C@@]3(C)C2)cc1 ?
USP17 block: -2; OTUD3 block: -7; USP7 block: 0; USP28 inh: -4; USP8 block: -8; UCHL1 inh: -4; USP10 block: 0; USP30 inh: 0

Results for Cc1nc(C2CN(C(=O)c3cccc4ncccc34)CCO2)cc(=O)[nH]1 (stereo not drawn) ?
USP17 block: -5; OTUD3 block: -6; USP7 block: 1; USP28 inh: -1; USP8 block: -2; UCHL1 inh: -3; USP10 block: -2; USP30 inh: 0

What do the screens show for `COc1ccc(CCN2CC(=O)N3[C@H](Cc4c([nH]c5ccccc45)C3(C)C)C2=O)cc1OC`?
USP17 block: -19; OTUD3 block: -8; USP7 block: -1; USP28 inh: -20; USP8 block: -13; UCHL1 inh: -2; USP10 block: -4; USP30 inh: -19

Results for Cc1ccc(-c2nnc(-c3ccc(C(=O)NC4CCOc5ccccc54)cc3)o2)cc1 (stereo not drawn) ?
USP17 block: 18; OTUD3 block: 18; USP7 block: 5; USP28 inh: 14; USP8 block: 0; UCHL1 inh: 2; USP10 block: 4; USP30 inh: 22

How did COc1cc2ncc(S(=O)(=O)c3ccc(Cl)cc3)c(NCc3ccc(C)cc3)c2cc1OC do in these assays?
USP17 block: -3; OTUD3 block: -8; USP7 block: 4; USP28 inh: -1; USP8 block: 2; UCHL1 inh: -2; USP10 block: -8; USP30 inh: -14

How did Cc1ccc(-n2ccn3cc(-c4ccc(Br)cc4)nc3c2=O)c(C)c1 do in these assays?
USP17 block: -6; OTUD3 block: -10; USP7 block: 4; USP28 inh: -17; USP8 block: 2; UCHL1 inh: -1; USP10 block: 1; USP30 inh: -20

What do the screens show for `Cc1cc(C(=O)NC2CCN(Cc3ccccc3)CC2)c(C)o1`?
USP17 block: -15; OTUD3 block: -12; USP7 block: -4; USP28 inh: -14; USP8 block: -7; UCHL1 inh: -4; USP10 block: -11; USP30 inh: -46

How did CC(=O)Nc1sc2c(c1C(c1ccccn1)N1CCCC1)CCCC2 (stereo not drawn) do in these assays?
USP17 block: -130; OTUD3 block: -98; USP7 block: -14; USP28 inh: -128; USP8 block: -288; UCHL1 inh: -8; USP10 block: -8; USP30 inh: inactive

Results for COc1cccc(-c2cc(N3CCCN(Cc4ncc[nH]4)CC3)ncn2)c1 ?
USP17 block: -6; OTUD3 block: -4; USP7 block: -4; USP28 inh: 17; USP8 block: 0; UCHL1 inh: 0; USP10 block: -3; USP30 inh: -2

How did O=C(NCCn1ncc2c(=O)n(Cc3cccc(Cl)c3)cnc21)c1ccco1 do in these assays?
USP17 block: -1; OTUD3 block: 8; USP7 block: -4; USP28 inh: 13; USP8 block: -2; UCHL1 inh: 2; USP10 block: -1; USP30 inh: 16

Results for O=C1NCc2ccccc2CC12CCN(Cc1ccccc1F)CC2 ?
USP17 block: -18; OTUD3 block: -9; USP7 block: -3; USP28 inh: -11; USP8 block: -31; UCHL1 inh: -1; USP10 block: 0; USP30 inh: -14

Results for O=C(Nc1ccc2nc(C(F)(F)F)[nH]c2c1)C1CC1 ?
USP17 block: 0; OTUD3 block: -4; USP7 block: 5; USP28 inh: -7; USP8 block: -3; UCHL1 inh: 2; USP10 block: 2; USP30 inh: -2

How did CCn1nccc1C1CCCN1C(=O)Nc1ccc(OC)c(OC)c1 (stereo not drawn) do in these assays?
USP17 block: -2; OTUD3 block: 5; USP7 block: 1; USP28 inh: -8; USP8 block: 7; UCHL1 inh: 1; USP10 block: 4; USP30 inh: 3

Results for O=C(C1CCCN(S(=O)(=O)c2ccc(F)cc2)C1)N1CCN(c2ccccn2)CC1 (stereo not drawn) ?
USP17 block: 17; OTUD3 block: 9; USP7 block: 6; USP28 inh: 13; USP8 block: 30; UCHL1 inh: 3; USP10 block: 1; USP30 inh: 25

How did CS(=O)(=O)N1CCN2C[C@H]1C(=O)NC[C@H]1O[C@@H](CC(=O)N[C@H]3C[C@@H](C2=O)N(Cc2ccc(C(F)(F)F)cc2)C3)[C@H](O)[C@@H]1O do in these assays?
USP17 block: -9; OTUD3 block: -2; USP7 block: -4; USP28 inh: -6; USP8 block: 4; UCHL1 inh: 0; USP10 block: 1; USP30 inh: -3

What do the screens show for `CCC(=O)Nc1nc2cc(NS(=O)(=O)c3ccccc3C)ccc2s1`?
USP17 block: -8; OTUD3 block: -7; USP7 block: -16; USP28 inh: 0; USP8 block: -4; UCHL1 inh: 0; USP10 block: 8; USP30 inh: -8

Results for CCCS(=O)(=O)N1CCc2c(c(-c3nnc(SCC)n3CC)nn2C)C1 ?
USP17 block: -18; OTUD3 block: 2; USP7 block: -1; USP28 inh: -15; USP8 block: -1; UCHL1 inh: -3; USP10 block: -1; USP30 inh: 3

Results for CCOc1ccc(NS(=O)(=O)c2cc(C(=O)NCc3ccncc3)ccc2C)cc1 ?
USP17 block: 10; OTUD3 block: 5; USP7 block: 0; USP8 block: -11; UCHL1 inh: -1; USP10 block: -7

Results for CC(C)NC(=O)c1cc(-c2csc(-c3cnccn3)n2)n2ccccc12 ?
USP17 block: -47; OTUD3 block: -42; USP7 block: -10; USP28 inh: -50; USP8 block: -39; UCHL1 inh: -9; USP10 block: -6; USP30 inh: -157

How did CCC(C)Sc1nnc(Cc2cc(=O)[nH]c(=O)[nH]2)n1-c1ccc(F)cc1 (stereo not drawn) do in these assays?
USP17 block: -1; OTUD3 block: -4; USP7 block: -13; USP28 inh: -8; USP8 block: -15; UCHL1 inh: -11; USP10 block: -14; USP30 inh: -6

What do the screens show for `COc1ccc(S(=O)(=O)N2CCC3(CC2)CC[C@@]2(C(=O)N(C)C)CN(C)C[C@@H]32)cc1`?
USP17 block: -14; OTUD3 block: -21; USP7 block: 0; USP28 inh: -16; USP8 block: -58; UCHL1 inh: -1; USP10 block: -1; USP30 inh: 1

Results for O=C(NCc1cccc(F)c1)C1CCCN(c2cnc3nccnc3c2)C1 (stereo not drawn) ?
USP17 block: -165; OTUD3 block: -189; USP7 block: -70; USP28 inh: -222; USP8 block: -147; UCHL1 inh: -83; USP10 block: -3; USP30 inh: inactive

How did COc1ccc(-c2ccc(OCCNS(=O)(=O)N(C)C)nn2)cc1 do in these assays?
USP17 block: 15; OTUD3 block: 16; USP7 block: 4; USP28 inh: 12; USP8 block: 26; UCHL1 inh: 1; USP10 block: 0; USP30 inh: 15

What do the screens show for `COc1ccc2ccccc2c1-c1csc(N)n1`?
USP17 block: -117; OTUD3 block: 5; USP7 block: -44; USP8 block: -25; UCHL1 inh: -39; USP10 block: -6

What do the screens show for `O=C(O)c1ccc(/C=C2\CCCc3c2nc2ccccc2c3C(=O)O)cc1`?
USP17 block: -7; OTUD3 block: 13; USP7 block: 9; USP28 inh: 4; USP8 block: 19; UCHL1 inh: -1; USP10 block: -3; USP30 inh: -46

Results for O=C(C1CCN(Cc2ccc(F)cc2)CC1)N1CCN(c2ccccc2F)CC1 ?
USP17 block: 0; OTUD3 block: 1; USP7 block: -4; USP28 inh: 0; USP8 block: 0; UCHL1 inh: -3; USP10 block: -1; USP30 inh: -3

What do the screens show for `COc1ccccc1NC(=O)c1c(O)c2cccnc2n(-c2ccccc2)c1=O`?
USP17 block: 8; OTUD3 block: 5; USP7 block: 6; USP28 inh: 3; USP8 block: 33*; UCHL1 inh: 0; USP10 block: -1; USP30 inh: 14

What do the screens show for `COc1ccc(C(=O)N2CCN(c3nnc4ccccn34)CC2)cc1`?
USP17 block: -5; OTUD3 block: -10; USP7 block: -5; USP28 inh: -2; USP8 block: -2; UCHL1 inh: -1; USP10 block: 0; USP30 inh: -25

How did O=C(NCc1ccc(Cl)cc1)C1CCN(c2nccn3nc(-c4ccccc4)cc23)CC1 do in these assays?
OTUD3 block: -22; USP7 block: -35; USP28 inh: -20; USP8 block: -8; UCHL1 inh: -23; USP10 block: -6; USP30 inh: -104

What do the screens show for `COCC(=O)N(C)c1nnc(C2CCOC2)s1` (stereo not drawn)?
USP17 block: -25; OTUD3 block: -7; USP7 block: -2; USP28 inh: -16; USP8 block: -4; UCHL1 inh: -2; USP10 block: -1; USP30 inh: -7

Results for CSc1sc(C(=O)Nc2cccc(C(F)(F)F)c2)cc1S(=O)(=O)C(C)C ?
USP17 block: 25; OTUD3 block: 4; USP7 block: 8; USP28 inh: 8; USP8 block: 0; UCHL1 inh: 5; USP10 block: 4; USP30 inh: 23

Nothing new here: an excerpt of the list.
What do the screens show for `CCC(=O)Nc1nc2cc(NS(=O)(=O)c3ccccc3C)ccc2s1`?
USP17 block: -8; OTUD3 block: -7; USP7 block: -16; USP28 inh: 0; USP8 block: -4; UCHL1 inh: 0; USP10 block: 8; USP30 inh: -8

Results for CCCS(=O)(=O)N1CCc2c(c(-c3nnc(SCC)n3CC)nn2C)C1 ?
USP17 block: -18; OTUD3 block: 2; USP7 block: -1; USP28 inh: -15; USP8 block: -1; UCHL1 inh: -3; USP10 block: -1; USP30 inh: 3

Results for CCOc1ccc(NS(=O)(=O)c2cc(C(=O)NCc3ccncc3)ccc2C)cc1 ?
USP17 block: 10; OTUD3 block: 5; USP7 block: 0; USP8 block: -11; UCHL1 inh: -1; USP10 block: -7

Results for CC(C)NC(=O)c1cc(-c2csc(-c3cnccn3)n2)n2ccccc12 ?
USP17 block: -47; OTUD3 block: -42; USP7 block: -10; USP28 inh: -50; USP8 block: -39; UCHL1 inh: -9; USP10 block: -6; USP30 inh: -157

How did CCC(C)Sc1nnc(Cc2cc(=O)[nH]c(=O)[nH]2)n1-c1ccc(F)cc1 (stereo not drawn) do in these assays?
USP17 block: -1; OTUD3 block: -4; USP7 block: -13; USP28 inh: -8; USP8 block: -15; UCHL1 inh: -11; USP10 block: -14; USP30 inh: -6

What do the screens show for `COc1ccc(S(=O)(=O)N2CCC3(CC2)CC[C@@]2(C(=O)N(C)C)CN(C)C[C@@H]32)cc1`?
USP17 block: -14; OTUD3 block: -21; USP7 block: 0; USP28 inh: -16; USP8 block: -58; UCHL1 inh: -1; USP10 block: -1; USP30 inh: 1

Results for O=C(NCc1cccc(F)c1)C1CCCN(c2cnc3nccnc3c2)C1 (stereo not drawn) ?
USP17 block: -165; OTUD3 block: -189; USP7 block: -70; USP28 inh: -222; USP8 block: -147; UCHL1 inh: -83; USP10 block: -3; USP30 inh: inactive
